# Assay outcomes from PubChem.
# TbPYK inhibitor – inhibitors of Trypanosoma brucei pyruvate kinase. Potency, µM (titrated, usually from 76.8 µM), for the others: at the top dose activity, negative = inhibition, hits mostly inhibitors. 410,000 compounds, 0.12% hits. AID 624173. Q57TT1. TbPYK enzyme, Kinase-Glo Plus ATP luminescence, 45 min; further: potency means the concentration at half of the fitted maximal effect; nearly all actives have a fitted effect of over 50% in size
#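 TbPYK + substrate in 50 mM TEA pH 7.2, 100 mM KCl, 10 mM MgCl2, 0.05% BSA, 0.01% Tween-20; cpd pinned; ADP 130 uM final; 45 min RT; Kinase-Glo Plus 10 min; luminescence endpoint.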
# AmpC inh detg – blocks E. coli AmpC beta-lactamase in detergent assay. AID 485294. 370,000 compounds, 0.041% hits. P00811. Potency, µM (highest dose often 114 µM), inactives show at the top dose activity change, negative = inhibition, most hits filed as inhibitors. AmpC hydrolysis of nitrocefin, absorbance 480 nm, 0.01% Triton;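 further: potency means the concentration at half of the fitted maximal effect; 0% = no-compound wells and -100% = no-enzyme wells; nearly all actives have a fitted effect of over 25% in size; some results filed as inactive show a strong effect at the top dose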
# Target sequence (P00811 whole entry, looked up): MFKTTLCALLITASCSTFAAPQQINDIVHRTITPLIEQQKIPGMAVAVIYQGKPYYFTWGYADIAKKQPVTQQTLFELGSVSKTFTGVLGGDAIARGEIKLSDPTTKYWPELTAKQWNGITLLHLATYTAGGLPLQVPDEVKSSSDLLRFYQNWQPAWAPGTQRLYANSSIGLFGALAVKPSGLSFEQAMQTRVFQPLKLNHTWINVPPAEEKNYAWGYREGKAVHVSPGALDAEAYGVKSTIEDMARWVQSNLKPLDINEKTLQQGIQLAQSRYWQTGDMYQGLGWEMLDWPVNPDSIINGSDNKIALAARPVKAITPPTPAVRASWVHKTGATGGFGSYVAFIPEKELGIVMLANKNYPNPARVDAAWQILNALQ
#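 20 mM phosphate pH 7.0 + 0.01% (detergent screen) or 0.0001% Triton X-100; 5.3 nM AmpC reagent; cpd preinc 15 min RT; nitrocefin (800 uM stock) to start; A480 q20 s × 4 min; Activity was normalised to no-enzyme and no-compound control wells.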
# AmpC no deterg – AmpC beta-lactamase inhibition without detergent; 330,000 compounds, 0.52% hits; Potency, µM (doses to about 57.1 µM), without a hit: top-dose activity change, negative = inhibition, most hits filed as inhibitors; AmpC nitrocefin hydrolysis, absorbance 480 nm, 0.0001% Triton; P00811;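 further: potency means the concentration at half of the fitted maximal effect; plate controls were no compound for no effect and no enzyme for full effect; nearly all actives have a fitted effect of over 20% in size; some results filed as inactive show a strong effect at the top dose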
#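 20 mM phosphate pH 7.0 + 0.01% (detergent screen) or 0.0001% Triton X-100; 5.3 nM AmpC reagent; cpd preinc 15 min RT; nitrocefin (800 uM stock) to start; A480 q20 s × 4 min; Activity was normalised to no-enzyme and no-compound control wells.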
# LmPK inhibitor – LmPK (Leishmania mexicana) enzyme inhibition; AID 1721; Potency, µM (series often up to 57.5 µM), without a hit: at the top dose activity change, negative = inhibition, hits mostly inhibitors; purified LmPK, Kinase-Glo ATP luminescence, 1 h; 290,000 compounds, 0.37% hits; Q27686; further: potency means the concentration at half of the fitted maximal effect
# Target sequence (Q27686 whole entry, looked up): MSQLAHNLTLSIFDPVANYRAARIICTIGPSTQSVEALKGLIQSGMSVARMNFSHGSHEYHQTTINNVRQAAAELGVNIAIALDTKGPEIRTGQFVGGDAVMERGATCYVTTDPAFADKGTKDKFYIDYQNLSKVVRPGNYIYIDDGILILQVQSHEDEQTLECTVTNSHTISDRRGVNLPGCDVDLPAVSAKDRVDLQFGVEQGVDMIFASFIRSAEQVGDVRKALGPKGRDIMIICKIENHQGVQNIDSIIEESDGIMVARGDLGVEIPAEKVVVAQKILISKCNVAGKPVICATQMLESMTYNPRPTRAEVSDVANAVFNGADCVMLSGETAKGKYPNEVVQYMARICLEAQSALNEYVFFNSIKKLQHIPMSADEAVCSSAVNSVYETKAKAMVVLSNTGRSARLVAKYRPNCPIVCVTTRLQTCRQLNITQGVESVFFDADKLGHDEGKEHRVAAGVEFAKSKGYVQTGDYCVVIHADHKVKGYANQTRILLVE
#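 qHTS format; LmPK 0.1 nM; substrates PEP 0.5 mM and ADP 0.1 mM. One-hour room-temperature incubation, then coupled luciferase luminescence; 0.5 nM enzyme wells mark activation.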
# HCMV inh – blocks human cytomegalovirus replication; HFF cells, HCMV-luciferase reporter, 72 h; active compounds read low; activity change, negative = inhibition, % at 57.5 µM; 410,000 compounds, 4.5% hits; AID 1259415; in the data active means activity change below about -60%; inconclusive means no clear call, values can overlap the other calls; inactive means above about -39%
#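 Screen run at 2 compound doses on HFFs infected with reporter HCMV, MOI 1 PFU/cell. Luciferase activity from cell lysates at 72 h post infection gave inhibition relative to buffer-only and Salinomycin wells.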
# HCV inh – inhibitors of hepatitis C virus infection | Huh7.5.1 HCVcc-Cre infection, luciferase reporter, 44 h | Potency, µM (highest dose often 41.8 µM), without a hit: at the top dose activity change, negative = inhibition, actives largely listed as inhibitors | 340,000 compounds, 3.4% hits; further: potency means the concentration at half of the fitted maximal effect
#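 Cells (1,000/well) were plated 4 h before compound, then infected with HCVcc-Cre virus (~0.5 moi). After 44 h further culture, infection was read as luciferase luminescence following a 15 min substrate incubation at room temperature.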
# AMA1-RON2 inh – disrupts binding of P. falciparum AMA1 to RON2; AlphaScreen AMA1-biotinylated RON2 peptide binding; Potency, µM (series often up to 58.2 µM), for the others: at the highest dose activity change, negative = inhibition, most hits filed as inhibitors; 360,000 compounds, 0.2% hits;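 further: potency means the concentration at half of the fitted maximal effect; 0% = vehicle wells and -100% = peptide control; nearly all actives have a fitted effect of over 45% in size; some results filed as inactive show a strong effect at the top dose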
#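 AMA1 (3D7) with his tag at 25 nM final met compounds first, then biotinylated RON2 peptide at 25 nM; detection used donor plus acceptor beads, 10 µg/mL apiece, read by AlphaScreen after 30 min at room temperature.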
# * hit, by the source's call; u = inconclusive; x = not tested or not shown; [ ] = another dose, or the depositor's remark. Unless noted, the call rests on the fitted dose curve; in most records, active means well fitted curve in the direction sought with a large enough effect; inconclusive means small, poorly fitted or top-dose-only effect, or another doubt; inactive means no such curve, though single readings can be large; an effect the other way counts as inactive or inconclusive. Unless noted, on the % scale 0 is the no-effect control and ±100 the full control effect.
# Keys: A = TbPYK inhibitor; B = AmpC inh detg; C = AmpC no deterg; D = LmPK inhibitor; E = HCMV inh; F = HCV inh; G = AMA1-RON2 inh
CCOC(=O)C1=CCN(S(=O)(=O)c2ccc(Cl)cc2)C1c1ccccc1 (stereo not drawn)
  A: 0%	B: x	C: x	D: x	E: -26	F: x	G: 15%

O=C(O)c1cccc(-n2c(/C=C/c3ccccc3)nc3ccccc3c2=O)c1
  A: -11%	B: 7%	C: -29%	D: 4%	E: 3	F: 23%	G: 14%

COc1ccc(-c2csc(-c3ccc(O)cc3)n2)cc1
  A: -7%	B: 6%	C: -33%	D: 9%	E: -24	F: u	G: -2%

Cc1cccc(C(=O)NC2CC3CCCC(C2)N3C(=O)Nc2ccccc2)c1 (stereo not drawn)
  A: 18%	B: -7%	C: -26%	D: -1%	E: 18	F: 6%	G: 8%

Cc1cc(C(=O)OCC(=O)NCc2ccccc2)c2ccccc2n1
  A: 0%	B: x	C: -8%	D: x	E: 30	F: -3%	G: -8%

O=C(CCCCCNC(=O)N1CCn2c1nc1ccccc12)NCc1ccc(Cl)cc1
  A: 3%	B: -4%	C: 171%[activator]	D: 8%	E: 44	F: -12%	G: 6%

NC(=O)c1c(NC(=O)c2ccc(F)cc2Cl)sc2c1CCC2
  A: 0%	B: -12%	C: -27%	D: -1%	E: 32	F: u	G: -2%

Cc1ccccc1Nc1cc(=O)oc2ccccc12
  A: 4%	B: -8%	C: -33%	D: 0%	E: -27	F: -23%	G: 13%

Cc1cccc(N2CCN(CC(O)COCc3cccs3)CC2)c1C (stereo not drawn)
  A: -6%	B: 1%	C: 73%[activator]	D: -7%	E: -3	F: -13%	G: -8%

COc1ccc(CN2C(=O)c3cccnc3C2=O)cc1S(=O)(=O)N1CCCC(C)C1 (stereo not drawn)
  A: 4%	B: 0%	C: 36%	D: -3%	E: -14	F: 10%	G: 51%[activator]

# In another format: 2 of the compounds above.
Cc1cccc(N2CCN(CC(O)COCc3cccs3)CC2)c1C (stereo not drawn)
- TbPYK inhibitor: -6%
- AmpC inh detg: 1%
- AmpC no deterg: 73%[activator]
- LmPK inhibitor: -7%
- HCMV inh: -3
- HCV inh: -13%
- AMA1-RON2 inh: -8%
Cc1cccc(C(=O)NC2CC3CCCC(C2)N3C(=O)Nc2ccccc2)c1 (stereo not drawn)
- TbPYK inhibitor: 18%
- AmpC inh detg: -7%
- AmpC no deterg: -26%
- LmPK inhibitor: -1%
- HCMV inh: 18
- HCV inh: 6%
- AMA1-RON2 inh: 8%

# Next records:
# Keys: A = TbPYK inhibitor; B = AmpC inh detg; C = AmpC no deterg; D = LmPK inhibitor; E = HCMV inh; F = HCV inh; G = AMA1-RON2 inh
CCN(CC)CCCN=C(C)C1=C(O)c2ccccc2C1=O
  A: -2%	B: 3%	C: -4%	D: 1%	E: 23	F: -14%	G: 30%[activator]

O=C(c1ccccc1)N1CCN(c2n[nH]c(=O)[nH]c2=O)CC1
  A: 2%	B: -4%	C: -7%	D: -9%	E: 39	F: 9%	G: 7%

c1ccc(-c2ccccc2OCCCN2CCCCCC2)cc1
  A: -3%	B: u	C: 53%	D: -4%	E: -72*	F: u	G: -5%

COC(=O)Cn1c(C)nc(=O)c(-c2ccccc2)c1C
  A: 3%	B: u	C: -13%	D: -3%	E: 18	F: 11%	G: 4%

Cc1ccc(N2C(=O)c3cccc4c(C(=O)O)ccc(c34)C2=O)cc1
  A: x	B: 0%	C: -20%	D: 1%	E: -13	F: x	G: x

CCC(C)c1ccc(NC(=O)c2c([N+](=O)[O-])cnn2CC)cc1 (stereo not drawn)
  A: 1%	B: u	C: 18%	D: -5%	E: -24	F: -21%	G: -5%

Cc1cc(C)c(C(=O)Nc2ccc(S(=O)(=O)Nc3onc(C)c3C)cc2)c(C)c1
  A: -6%	B: u	C: u	D: 1%	E: 28	F: 4%	G: 7%

CCc1cc(=O)oc2cc(OCC(=O)NCc3ccccn3)ccc12
  A: -28%	B: -2%	C: -7%	D: -3%	E: 4	F: 4%	G: 18%

O=c1c2[nH]c3ccc(F)cc3c2nc2n1CCCS2
  A: -3%	B: -7%	C: -24%	D: -4%	E: 46	F: u	G: 2%

Cc1ccc(-c2nnc(N(C)C(=O)c3cccnc3)s2)cc1
  A: -3%	B: -10%	C: 75%[activator]	D: -1%	E: 44	F: 20%	G: 15%

O=C(NCc1ccc2c(c1)OCO2)C1CCN(Cc2cnn(-c3ccccc3)c2-n2cccc2)CC1
  A: -8%	B: 1%	C: x	D: 8%	E: 41	F: -27%	G: -11%

COc1ccc(Cl)cc1C(=O)Nc1c2c(nn1-c1ccc(Cl)cc1)CS(=O)(=O)C2
  A: 2%	B: 9%	C: x	D: x	E: 2	F: x	G: x

COc1ccc(/C=C2\Oc3cc(OC(=O)N4CCOCC4)ccc3C2=O)cc1
  A: -2%	B: -7%	C: -11%	D: 8%	E: 104	F: -11%	G: -7%

O=C(O)/C=C/c1cn(-c2ccccc2)nc1-c1ccccc1
  A: -9%	B: 1%	C: -12%	D: 4%	E: 94	F: 13%	G: 8%

CC(=O)c1ccc(N2C(=O)N(CC(=O)c3ccc(C)cc3)c3ccccc3S2(=O)=O)cc1
  A: 0%	B: -4%	C: x	D: x	E: 5	F: x	G: x

O=C(CSc1nnnn1C1CCCC1)N1CCN(C(=O)c2ccco2)CC1
  A: 3%	B: 1%	C: -16%	D: 0%	E: x	F: 5%	G: 2%

COc1ccc(-c2nc3ccccc3n3c(-c4cccc(C)c4)c4c(=O)n(C)c(=O)n(C)c4c23)cc1OC
  A: 0%	B: 26%	C: x	D: x	E: u	F: x	G: x

Cc1cc(NC(=O)c2cccnc2)cc(-c2nc3cc(Cl)ccc3o2)c1O
  A: 9%	B: 10%	C: x	D: x	E: 1	F: x	G: x

COc1ccc(C(O)P(=O)(OCc2ccccc2)c2ccc(N(C)C)cc2)cc1 (stereo not drawn)
  A: 1%	B: 0%	C: 39%	D: 0%	E: 12	F: 10%	G: -16%

Cc1[nH]c2ccccc2c1C(C[N+](=O)[O-])c1cccc(O)c1 (stereo not drawn)
  A: 2%	B: -9%	C: -42%	D: 3%	E: -16	F: -1%	G: -4%

CC(C)(C)NC(=O)C[C@H]1C[C@H](C(=O)N2CCOCC2)[C@@]2(C)c3[nH]c4ccc(Cl)cc4c3CCN2C1=O
  A: -6%	B: x	C: 195%[activator]	D: x	E: -11	F: 17%	G: -3%

Cc1ccccc1CN1[C@@H](Cc2ccccc2)COCCS1(=O)=O
  A: 2%	B: x	C: x	D: x	E: -9	F: -1%	G: -2%

O=C(CCn1c(=S)[nH]c2ccccc2c1=O)N1CCCCC1
  A: 0%	B: 3%	C: -21%	D: -3%	E: -22	F: 8%	G: 3%

CCN(CCO)c1ccc(N=Cc2c(O)n(C)c(=S)[nH]c2=O)cc1
  A: -6%	B: 1%	C: -17%	D: -12%	E: 33	F: -14%	G: -15%

CN1CCN(C(=O)C23CC4CC(C)(CC(C)(C4)C2)C3)CC1
  A: 1%	B: u	C: 21%	D: -6%	E: 5	F: -20%	G: -2%

COc1cc(/C=N\NC(=O)c2ccc(C)nc2)ccc1OC(=O)c1ccc2c(c1)OCO2
  A: 6%	B: u	C: 3%	D: -1%	E: -11	F: -9%	G: 24%

CC(C)OCCCNC(=O)Cc1ccc(F)cc1
  A: 2%	B: -14%	C: -9%	D: 4%	E: -13	F: 4%	G: 11%

CCC(C)c1ccccc1N1CC(C(=O)Nc2cc(S(=O)(=O)N3CCOCC3)ccc2OC)CC1=O (stereo not drawn)
  A: -8%	B: x	C: x	D: x	E: 3	F: -11%	G: -2%

Cc1ccccc1CCNC(=O)c1ccc2c(c1)nc1n2CCC(C)C1 (stereo not drawn)
  A: -2%	B: 26%	C: x	D: x	E: 117	F: x	G: x

O=C(/C=C/c1cccc(Cl)c1)c1ccc([N+](=O)[O-])o1
  A: -12%	B: u	C: -29%	D: x	E: -100*	F: 2.5µM*	G: -29%

CC(=O)Nc1c(O)nc(C)[nH]c1=O
  A: -9%	B: 5%	C: 2%	D: -5%	E: 0	F: 7%	G: -2%

COc1ccc(-n2c(SCC#N)nnc2-c2ccc(NS(=O)(=O)c3ccc(C)cc3)cc2)cc1
  A: -3%	B: u	C: -5%	D: 5%	E: x	F: u	G: 4%

O=S(=O)(c1ccc(Cl)cc1)N1CCNCC1
  A: -2%	B: -14%	C: -26%	D: -5%	E: 14	F: 17%	G: 3%

O=C(CC(c1ccccc1)c1ccccc1)Nc1ccncc1
  A: 1%	B: -1%	C: -26%	D: 5%	E: -12	F: -20%	G: -14%

CCOC(=O)c1cc(-c2ccccc2)n(CCC(=O)NC2CCCCC2)c1C
  A: -3%	B: -6%	C: x	D: x	E: 23	F: x	G: x

COCCSc1nnc(NC(=O)c2ccco2)s1
  A: -7%	B: 4%	C: -12%	D: -6%	E: 21	F: 18%	G: 6%

C/C(=N\NC(=O)c1cc(-c2cccc([N+](=O)[O-])c2)n[nH]1)c1ccccc1O
  A: -4%	B: u	C: -26%	D: 3%	E: 39	F: 11%	G: 47%[activator][2.32 µM]

C=CCn1c(=O)/c(=C/c2cc(OC)c(OC)c(OC)c2)s/c1=C(/C#N)c1nc2ccccc2n1C
  A: 0%	B: u	C: -1%	D: 4%	E: -20	F: u	G: -18%

NC(=O)c1sc2nc(-c3cccnc3)ccc2c1N
  A: -8%	B: -2%	C: -15%	D: -1%	E: 36	F: 13%	G: 0%

Cc1ccc(NC(=O)CN2C(=O)CSC2=O)cc1
  A: -12%	B: -3%	C: -13%	D: 11%	E: -40	F: 2%	G: -2%

Cc1ccc(/C=C2\S/C(=N/S(=O)(=O)c3cccs3)NC2=O)cc1
  A: 0%	B: -3%	C: -45%	D: -1%	E: u	F: 20%	G: -13%

CC(C)CCNC(=O)CN(C(=O)Cn1nnc(-c2ccccc2F)n1)c1cccc2c1CCCC2
  A: x	B: -2%	C: -2%	D: 6%	E: 33	F: u	G: 1%

# Limited to AmpC inh detg, LmPK inhibitor and AmpC no deterg, for some of the entries so far:
molecule | AmpC inh detg | LmPK inhibitor | AmpC no deterg
COc1ccc(-n2c(SCC#N)nnc2-c2ccc(NS(=O)(=O)c3ccc(C)cc3)cc2)cc1 | u | 5% | -5%
O=S(=O)(c1ccc(Cl)cc1)N1CCNCC1 | -14% | -5% | -26%
O=C(CC(c1ccccc1)c1ccccc1)Nc1ccncc1 | -1% | 5% | -26%
